# Compound activity deposited in PubChem by several laboratories.
# aDG glyco act = activators of alpha-DG glycosylation, primary screen, uHTS, Pro5-aDG cells, AlphaScreen; alpha-DG glycosylation AlphaScreen (IIH6); 0% Pro5, 100% B10-LARGE cell signal; activation, % at 10 µM; 0.22% of 360,000 active;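 active = activation of at least 8% versus controls, or a plate z-score of at least 8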;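 also: Pro5 are CHO cells carrying HIG-tagged alpha-DG that lacks glycosylation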
# N-glyco inh = increase of ERlucT glycosylation luciferase signal, primary screen, N-linked glycosylation inhibitor project, D54 ERlucT cells, luminescence, set 2; D54 ERlucT glycosylation luciferase reporter, 24 h; percent of 100 nM tunicamycin response; reporter increase, % at 12.5 µM; 0.23% of 360,000 active;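 active = mean luciferase reporter signal, scaled so untreated is 0 and the glycosylation-blocking control 100, at or above a set limit in every replicate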;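 also: luciferase carries N-glycosylation sites so blocking glycosylation raises the light; 0% = median of neutral control wells and 100% = median of 100 nM tunicamycin wells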
# MC4R antag cAMP = MC4R antagonists of cAMP signaling, primary screen, cell-based, TR-FRET, antagonist arm of biased-ligand search | Melanocortin receptor 4 (Homo sapiens), P32245 | MC4R-expressing cells, MTII-stimulated cAMP, LANCE TR-FRET | inhibition, % at 6.5 µM | 0.48% of 360,000 active | AID 540295, 2011;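 active = inhibition above its plate's cutoff, the mean of tested wells on that plate plus 3 SD, cut at about 29% in these data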;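 also: 0% = Melanotan II alone and 100% = Melanotan II plus saturating MCL0020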
# Target sequence (P32245 whole entry, looked up): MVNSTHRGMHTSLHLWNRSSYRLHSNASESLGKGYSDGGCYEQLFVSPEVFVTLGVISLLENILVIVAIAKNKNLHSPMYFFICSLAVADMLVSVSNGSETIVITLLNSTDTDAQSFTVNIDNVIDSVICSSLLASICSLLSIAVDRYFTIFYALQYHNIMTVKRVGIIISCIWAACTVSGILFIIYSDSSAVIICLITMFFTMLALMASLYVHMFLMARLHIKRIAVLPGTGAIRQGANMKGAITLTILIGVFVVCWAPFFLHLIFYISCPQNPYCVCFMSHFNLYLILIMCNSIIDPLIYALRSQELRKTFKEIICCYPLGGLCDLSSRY
#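 Assay system: human MC4R-expressing U2OS cells; reagent: Melanotan II stimulation of cells; dosing: 6.5 µM single dose; timing: compound 30 min, challenge 1 h, detection 1 h; signal: TR-FRET cAMP assay; replicates: one well per compound, no replicates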
# Cardio protect = cardioprotection against H2O2-induced cell death, primary screen, uHTS, H9c2 cells, ATPLite luminescence; H9c2 cardiomyocytes, H2O2 injury protection, 2 h; protection from H2O2 cell death, % at 20 µM; 0.63% of 360,000 active; AID 588492, 2011;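 active = compounds giving at least 50% protection of heart cells from peroxide-induced death in the single-dose screen, raw or plate-pattern-corrected value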;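 also: 0% = DMSO wells with peroxide and 100% = DMSO wells without peroxide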
# HTR2A ag = mouse Htr2a agonists via beta-arrestin recruitment, primary screen, cell-based, luminescence | 5-hydroxytryptamine receptor 2A (Mus musculus), P35363 | CHO-K1 mHTR2A beta-arrestin complementation; percent of 30 µM serotonin response | activation, % at 7.6 µM | 0.66% of 360,000 active;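 active = activation above a run cutoff, the mean activation of all tested compounds plus 3 SD, cut at about 14% in these data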;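 also: 0% = plate median of compound wells and 100% = 30 µM serotonin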
# Target sequence (P35363 whole entry, looked up): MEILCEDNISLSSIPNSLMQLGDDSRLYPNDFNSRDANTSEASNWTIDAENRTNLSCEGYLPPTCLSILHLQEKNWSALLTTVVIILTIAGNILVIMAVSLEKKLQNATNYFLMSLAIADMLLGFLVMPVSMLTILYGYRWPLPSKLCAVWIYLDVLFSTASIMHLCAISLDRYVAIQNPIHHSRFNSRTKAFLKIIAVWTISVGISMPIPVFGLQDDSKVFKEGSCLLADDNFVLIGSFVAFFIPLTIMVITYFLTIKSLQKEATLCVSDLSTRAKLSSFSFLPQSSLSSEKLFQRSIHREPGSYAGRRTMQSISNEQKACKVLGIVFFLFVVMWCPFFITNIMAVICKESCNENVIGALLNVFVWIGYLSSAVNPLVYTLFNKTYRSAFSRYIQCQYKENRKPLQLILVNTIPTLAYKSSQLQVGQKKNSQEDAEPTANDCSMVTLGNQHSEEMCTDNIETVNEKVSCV
# PDI inh = inhibitors of human PDI, primary screen, biochemical, turbidity, single point, plate reader; Protein disulfide-isomerase (Homo sapiens), P07237; PDI insulin aggregation turbidity, A650, 90 min; inhibition, % at 10 µM; 0.052% of 350,000 active; AID 588391, 2011;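 active = mean inhibition across replicates of 30% or more, whatever share of single replicates reach that level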;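 also: absorbance from insulin aggregation driven by PDI reduction with DTT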
# ABCB6 inh MLPCN = ABCB6 transporter inhibitors, primary screen, K562-ABCB6 cells, flow cytometry, MLPCN library | K562-ABCB6 porphyrin accumulation, 1 h; hits give low values | fluorescence ratio to DMSO, % at 10 µM | 0.19% of 360,000 active;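 active = fluorescence ratio to DMSO below 75%, the collection mean minus 3 SD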;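 also: signal is porphyrin accumulated inside mitochondria; 100% equals median channel fluorescence of DMSO control wells; lower ratio means ABCB6 inhibition with less porphyrin fluorescence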
# CaV13 FRET inh = Disruptors of the CACNA1D IQ motif to Ca2+-dependent inactivation inhibitor domain association, primary screening, Förster resonance energy transfer in intact living …; HEK cells, CFP/YFP FRET ICDI-IQ, plate reader, 10 min; percent FRET-ratio fall versus neutral wells; inhibition, % at 12.3 µM; 0.098% of 340,000 active; AID 743397;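 active = mean replicate inhibition of at least 30% and at least 1% of replicates passing that level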;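 also: 0% = median of the neutral control wells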
# Vif inh = HIV Vif self-association inhibitors, primary screen, imaging, HEK293T, single point | HEK293T cells, Vif self-association by quenched fluorescence, 24 h | inhibition, % at 7.49 µM | 0.35% of 340,000 active; in the data active = inhibition above about 50%, passing the limit was not always enough; also: some results filed as inactive read as strong as hits
# MC4R ag barr = MC4R agonists recruiting beta-arrestin, primary screen, cell-based, luminescence, agonist arm of biased-ligand search | Melanocortin receptor 4 (Homo sapiens), P32245 | U2OS MC4R beta-arrestin complementation; percent of melanotan II response, DMSO zero | activation, % at 8.9 µM | 0.98% of 360,000 active;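 active = activation above a per-plate cutoff, the mean activation of sample wells on that plate plus 3 SD, cut at about 8% in these data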
# * marks the source's active call; other numbers are inactive results; . = no result given; & = joins results of further samples.
SMILES,aDG glyco act,N-glyco inh,MC4R antag cAMP,Cardio protect,HTR2A ag,PDI inh,ABCB6 inh MLPCN,CaV13 FRET inh,Vif inh,MC4R ag barr
Cc1ccccc1NC(=O)CCCC(=O)c1ccccc1,0.1,-0.6,27.7,0.7,-3.0,6.1,100.0,-4.0,-0.2,-0.3
COC(=O)c1cn(NC(=O)C2CCCCC2)c(=O)c2ccccc12,0.0,1.6,-0.9,6.2,-0.7,-2.0,97.0,-4.1,3.0,-1.2
O=C(Oc1cccc(N2C(=O)CCC2=O)c1)C1CC(=O)N(c2ccc(F)cc2)C1 (stereo not drawn),-0.1,-0.2,9.0,4.9,-5.0,-1.6,95.0,-7.5,-6.7,-1.3
OCC(O)/C=N/Nc1nc2ccccc2s1 (stereo not drawn),-0.1,0.5,14.1,0.9,-3.5,-4.2,97.0,-15.4,-2.3,-1.2
O=C(COC(=O)Cn1c(C(F)(F)F)nc2ccccc21)Nc1ccc2c(c1)OCCO2,0.0,0.3,9.2,6.0,5.4,-2.7,95.0,-4.9,14.7,5.5
CCCOC(=O)CN1C(=O)c2ccc(C(=O)OCCC)cc2C1=O,0.1,0.2,1.3,-3.9,5.4,1.3,99.0,.,-16.1,1.7
CCCCCc1nnc(NC(=O)c2ccc(N3CCCC3=O)cc2)s1,0.2,-0.3,-5.2,-4.8,9.8,-2.5,100.0,-6.1,12.5,-2.1
Cc1cc(C)c2nc(N3C(=O)C(O)=C(C(=O)c4ccco4)C3c3ccc(O)cc3)sc2c1 (stereo not drawn),-0.2,-1.1,-3.3,-2.0,-0.5,-2.0,98.0,-4.6,20.9,-1.4
CCc1ccc(NC(=O)CCC(=O)Nc2nnc(C(C)C)s2)cc1,-0.2,2.3,7.8,-0.9,0.5,0.0,99.0,-3.0,12.3,-1.4
CCc1ccc(NC(=O)[C@H](Cc2ccccc2)NC(=O)C2CCN(C(=O)[C@@H](N)CC(C)C)CC2)cc1,-0.1,-2.6,3.0,-6.1,-4.8,.,96.0,.,15.7,-1.7
NC1=NC[C@H](Cc2ccc(O)cc2)N1CCc1cccc(F)c1,-0.2,3.5,1.5,3.8,-3.5,19.9,93.0,-4.9,5.4,-1.2
OCC[C@@H]1C[C@H](O)[C@@H](O)[C@]2(CCc3ccccc3O2)O1,-0.2,0.3,-0.5,5.7,-4.6,0.4,95.0,-6.5,4.6,-2.2
COc1ccc(CC(NC(C)=O)C(=O)NC2CCN(c3c4c(nc5ncnn35)CCC4)CC2)cc1 (stereo not drawn),-0.1,0.3,3.7,-6.0,2.3,9.7,107.0,-2.8,5.9,-2.5
CC(=O)N(/N=C1\Sc2ccccc2C1=O)c1ccccc1C,0.0,-2.6,-7.2,-20.7,0.0,-8.1,112.0,-3.5,-3.1,-3.2
O=C(Nc1ncn[nH]1)c1ccc(Cl)cc1Cl,0.3,1.7,-0.1,-8.0,0.8,0.7,102.0,-3.0,-2.1,0.8
COc1ccccc1NC(=O)CCNC(=O)C1CCN(S(=O)(=O)c2ccccc2)CC1,-0.1,-0.3,3.7,-1.8,-1.7,-0.5,93.0,-11.9,.,-0.1
CCOc1ccc(OCC)c(NC(=O)Cn2cccc2)c1,-0.1,-0.7,-6.5,7.3,4.4,4.8,96.0,-6.7,11.9,-1.9
O=C1CC(c2ccccc2Cl)CC(O)=C1C=NCCCO (stereo not drawn),-0.1,1.7,-1.4,1.1,-2.5,0.8,98.0,0.0,12.0,-2.2
COc1ccc(C(CNC(=O)c2ccc(S(=O)(=O)N3CC(C)CC(C)C3)cc2)N(C)C)cc1 (stereo not drawn),1.1,-4.2,7.8,7.1,-4.5,-1.8,95.0,-2.8,3.5,-1.1
Cc1cc2c(cc1S(=O)(=O)CCC(=O)N(C)Cc1ccccc1)OCC(=O)N2,-0.2,-0.5,1.5,1.9,1.4,.,99.0,3.8,16.1,-1.2
COCCNC(=O)COc1ccc(Oc2ccccc2)cc1,-0.1,1.1,-0.5,-3.2,-1.6,8.7,95.0,-8.6,-6.5,-1.9
CCOCCCn1c(=NC(C)=O)c(C(=O)OCC)cc2c(=O)n3ccccc3nc21,0.1&0.0,1.8&3.4,7.3&15.6,-0.9&-3.6,2.1&2.1,9.7&0.3,93.0&147.0,-10.7,-0.5&17.1,-2.2&-1.8
CCc1ccccc1NS(=O)(=O)c1cc2c3c(c1)CCN3C(=O)CC2,0.1,0.6,14.3,-3.7,-4.8,-14.8,97.0,-6.1,-9.8,-1.7
C[C@H]1CN([C@@H](C)CO)C(=O)CCCn2nncc2CO[C@@H]1CN(C)C(=O)Nc1cccc2ccccc12,0.1,2.9,8.9,-9.2,-0.7,-0.8,100.0,-7.4,-2.8,-0.5
CC1CN(C(=O)N2c3ccccc3Sc3ccccc32)C(C)CC1=O (stereo not drawn),-0.2,-1.3,14.4,-2.2,1.4,3.4,96.0,.,-16.3,-0.4

# Part of the list above in order of formula weight, ascending:
SMILES,aDG glyco act,N-glyco inh,MC4R antag cAMP,Cardio protect,HTR2A ag,PDI inh,ABCB6 inh MLPCN,CaV13 FRET inh,Vif inh,MC4R ag barr
O=C(Nc1ncn[nH]1)c1ccc(Cl)cc1Cl,0.3,1.7,-0.1,-8.0,0.8,0.7,102.0,-3.0,-2.1,0.8
CCOc1ccc(OCC)c(NC(=O)Cn2cccc2)c1,-0.1,-0.7,-6.5,7.3,4.4,4.8,96.0,-6.7,11.9,-1.9
COCCNC(=O)COc1ccc(Oc2ccccc2)cc1,-0.1,1.1,-0.5,-3.2,-1.6,8.7,95.0,-8.6,-6.5,-1.9
O=C1CC(c2ccccc2Cl)CC(O)=C1C=NCCCO (stereo not drawn),-0.1,1.7,-1.4,1.1,-2.5,0.8,98.0,0.0,12.0,-2.2
CCc1ccccc1NS(=O)(=O)c1cc2c3c(c1)CCN3C(=O)CC2,0.1,0.6,14.3,-3.7,-4.8,-14.8,97.0,-6.1,-9.8,-1.7
Cc1cc2c(cc1S(=O)(=O)CCC(=O)N(C)Cc1ccccc1)OCC(=O)N2,-0.2,-0.5,1.5,1.9,1.4,.,99.0,3.8,16.1,-1.2
COc1ccccc1NC(=O)CCNC(=O)C1CCN(S(=O)(=O)c2ccccc2)CC1,-0.1,-0.3,3.7,-1.8,-1.7,-0.5,93.0,-11.9,.,-0.1
COc1ccc(C(CNC(=O)c2ccc(S(=O)(=O)N3CC(C)CC(C)C3)cc2)N(C)C)cc1 (stereo not drawn),1.1,-4.2,7.8,7.1,-4.5,-1.8,95.0,-2.8,3.5,-1.1
COc1ccc(CC(NC(C)=O)C(=O)NC2CCN(c3c4c(nc5ncnn35)CCC4)CC2)cc1 (stereo not drawn),-0.1,0.3,3.7,-6.0,2.3,9.7,107.0,-2.8,5.9,-2.5
